GSK3B inh = blocks human GSK3beta kinase activity | GST-GSK3beta kinase, ADP-Glo luminescence, 60 min; active compounds read low | P49841 | activity score (negative = inhibition), % at 10 µM | 300,000 compounds, 0.038% hits | AID 2097;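 active = more than half of replicate wells score below -50%, meaning over 50% inhibition versus plate controls; inconclusive = some replicates but at most half score below -50%; inactive = no replicate scores below -50%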;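 also: 0% = median DMSO wells and -100% = median GW8510 positive control wells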
Target sequence (P49841 whole entry, looked up): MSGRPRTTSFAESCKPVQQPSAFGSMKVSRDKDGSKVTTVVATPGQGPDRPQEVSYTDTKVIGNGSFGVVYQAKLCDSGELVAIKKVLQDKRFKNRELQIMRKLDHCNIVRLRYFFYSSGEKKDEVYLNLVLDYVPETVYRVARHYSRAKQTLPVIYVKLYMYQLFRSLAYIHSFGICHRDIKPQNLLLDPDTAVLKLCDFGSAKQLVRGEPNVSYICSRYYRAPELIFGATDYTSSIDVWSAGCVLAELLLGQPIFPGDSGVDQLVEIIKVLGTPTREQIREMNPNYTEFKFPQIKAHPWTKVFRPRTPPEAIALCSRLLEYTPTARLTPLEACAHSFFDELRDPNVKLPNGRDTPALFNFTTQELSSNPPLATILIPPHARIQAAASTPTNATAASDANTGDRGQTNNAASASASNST
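Assay system: GST-tagged human GSK3beta kinase, cell-free; Input: 1.6 ng GSK3beta; Medium: Tris/MgCl2 kinase buffer; Timing: 60 min enzyme reaction, room temperature; Signal: ADP-Glo luminescence quantifying ADP generated by kinase; Evaluation: score relative to plate controls; Benchmarks: DMSO neutral wells and GW8510 at 20 µM as positive.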
DYRK1A inh = Dyrk1A (rat) kinase inhibition; ADP-Glo luminescence, NFATc1 peptide; inhibition, % at 12.5 µM; 310,000 compounds, 0.43% hits; AID 504441; in the data active = inhibition above about 50%;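 also: plate controls were vehicle with enzyme for no effect and no enzyme for full effect; many of its hits are not listed in these tables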
IEC-6 cytotox = counter-screen for KLF5 inhibitors: cytotoxicity in IEC-6 cells. AID 1825. 290,000 compounds, 0.78% hits. inhibition, % at 5 µM. IEC-6 cytotoxicity, luminescence viability; in the data active = inhibition above about 22%;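 also: 0% = plate median of test compound wells and 100% = cytotoxic reference compound wells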
HSF1 activator = increases HSF-1 driven luciferase reporter signal; 300,000 compounds, 1.7% hits; AID 504408; NIH3T3-HGL HSF-1 luciferase reporter, MG132, 8 h; 100% = twice DMSO control signal; activation, % at 9 µM;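 active = mean replicate activation of at least 50% with a set share of replicates each reaching 50%; inconclusive = only one of those two conditions met; inactive = mean below 50% and too few replicates reaching it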;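 also: 0% = median of the neutral control wells and 100% = twice that signal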
HSP90 refold inh = HSP90 refolding inhibition in rabbit reticulocyte lysate | luciferase refolding luminescence, 3 h | inhibition, % at 5.6 µM | 290,000 compounds, 0.91% hits | AID 1789;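 active = inhibition above the screen-wide mean plus 3 SD, computed separately per campaign, cut at about 16% in these data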;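 also: 0% = DMSO wells and 100% = 60 µM geldanamycin wells; inhibitors lower the luminescence because luciferase stays unfolded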
Platelet DG rel = platelet dense granule release activity. human platelet-rich plasma, SFLLRN dense granule ATP release, luminescence. inhibition, %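 (compounds screened at 7.5 µM in platelet-rich plasma)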. 300,000 compounds, 0.22% hits. AID 1663;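 active = mean replicate score, as percent of positive control, at or above 50; inconclusive = mean below 50 but at least one replicate at or above 50; inactive = mean and every replicate below 50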
KLF5 inhibitor = inhibitors of KLF5 expression; DLD-1 KLF5 promoter-luciferase reporter, luminescence; inhibition, % at 5 µM; 290,000 compounds, 0.23% hits;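 active = inhibition above a per-plate limit of that plate's mean compound inhibition plus 3 SD, cut at about 60% in these data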;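 also: 0% = DMSO wells and 100% = LY294002 at 200 µM; higher means less KLF5 promoter-driven luciferase light; inactives centre near -14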
HSF1 inh = HSF1 inhibition; activity change, negative = inhibition, % at 7.5 µM (by protocol); NIH3T3-HGL HSE-luciferase, MG132-induced, luminescence 8 h; active compounds read low; 300,000 compounds, 0.77% hits;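 active = more than half of replicate wells show activity change below -50%, luminescence cut by over half; inconclusive = some wells, but at most half, below -50%; inactive = no replicate well below -50%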;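 also: luciferase reports HSF-1 transcriptional activity via heat shock element; 0% = median of DMSO wells and -100% = zero luminescence signal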
GSK3A inh = inhibitors of human GSK-3 alpha kinase; P49840; ADP-Glo luminescence, 60 min; inhibition, % at 10 µM; 320,000 compounds, 0.1% hits;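 in the data active = inhibition above about 50%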;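 also: GST-tagged GSK-3 alpha with peptide substrate and 25 µM ATP; 0% = DMSO neutral wells and 100% = GW8510 positive control wells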
Target sequence (P49840 whole entry, looked up): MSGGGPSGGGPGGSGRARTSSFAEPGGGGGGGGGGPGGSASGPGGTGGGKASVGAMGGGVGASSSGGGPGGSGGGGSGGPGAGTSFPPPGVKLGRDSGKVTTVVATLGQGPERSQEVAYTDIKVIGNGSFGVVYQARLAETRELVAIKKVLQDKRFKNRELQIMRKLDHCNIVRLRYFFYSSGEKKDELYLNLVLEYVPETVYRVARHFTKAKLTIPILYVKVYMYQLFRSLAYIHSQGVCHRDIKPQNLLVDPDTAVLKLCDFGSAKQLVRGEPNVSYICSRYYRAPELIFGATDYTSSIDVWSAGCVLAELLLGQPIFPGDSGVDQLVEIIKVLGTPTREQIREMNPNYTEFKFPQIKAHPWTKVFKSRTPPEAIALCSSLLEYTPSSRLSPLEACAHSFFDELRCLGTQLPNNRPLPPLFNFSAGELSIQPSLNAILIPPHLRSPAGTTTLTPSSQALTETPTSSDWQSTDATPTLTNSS
aSyn UTR inh = MLPCN primary screen, SNCA 5' untranslated region; alpha-synuclein 5'UTR reporter, inhibitor activity; inhibition, % (tested at 7.5 µM); AID 1813; 300,000 compounds, 0.82% hits; in the data active = inhibition above about 60%; inconclusive = no clear call, values can overlap the other calls;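 also: H4 neuroglioblastoma cells stably carrying SNCA 5'UTR luciferase fusion; 0% = DMSO wells and 100% = positive control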
An asterisk follows results filed as active; ? = inconclusive; . = not tested or not shown. The list is partial (hit frequency here may not be typical).

Screens in order: GSK3B inh	DYRK1A inh	IEC-6 cytotox	HSF1 activator	HSP90 refold inh	Platelet DG rel	KLF5 inhibitor	HSF1 inh	GSK3A inh	aSyn UTR inh
> CCOc1ccc2nc(SCC(=O)N3c4ccccc4Sc4ccccc43)c(C#N)cc2c1
  0	-4	-9	-10	-2	-6	4	-1	2	11
> CC(=O)Nc1cccc(-n2nnc(SCC(=O)Nc3ccc(F)c(Cl)c3)n2)c1
  -1	4	-3	?	0	-12	-21	28	1	19
> COc1ccc(CC(NC(C)=O)C(=O)NC2CCN(S(=O)(=O)c3ccccc3)CC2)cc1OC (stereo not drawn)
  1	3	0	23	2	-10	8	6	0	1
> CCC1CCCCN1CCNC(=O)CNS(=O)(=O)c1ccc2nc(C)sc2c1 (stereo not drawn)
  -1	6	3	2	2	-26	-14	-4	-1	-1
> COc1cc(CNC(C)C23CC4CC(CC(C4)C2)C3)ccc1OCC(=O)NC(C)(C)C (stereo not drawn)
  -2	-7	4	-9	5	2	-13	-7	-1	-53
> Cc1ccc2[nH]cc(CCCN3C(=O)c4ccccc4C3=O)c2c1
  1	-5	-10	26	2	1	-30	4	-3	-1
> CCOC(=O)/C(C#N)=C/c1cn(CCC(=O)O)nc1-c1cccc(Br)c1
  2	-4	3	-7	-3	-3	-11	-6	-1	-35
> Cc1cc(C)c2nc(N3CCC(C(=O)NCC4CCCO4)CC3)sc2c1 (stereo not drawn)
  1	1	4	3	-2	7	-25	6	-2	-18
> O=C(CN1CCN(S(=O)(=O)c2ccccc2)CC1)Nc1ccc2c(c1)OCO2
  4	-2	2	11	5	0	1	-1	-2	3
> CCCCN(CCCC)CCCNC(=O)C1CC(c2cc(C(F)(F)F)cc(C(F)(F)F)c2)=NO1 (stereo not drawn)
  2	.	.	0	.	1	.	-1	-4	-23
> O=C(Cc1ccc(-n2c(=S)[nH]c3ccccc3c2=O)cc1)N1CCN(c2ccccc2)CC1
  0	3	-3	27	-5	-1	-22	3	-2	19
> N#C/C(=C\c1c(N2CCCCC2)nc2ccccn2c1=O)C(=O)NC1CCS(=O)(=O)C1 (stereo not drawn)
  0	7	6	20	-6	7	-19	-2	-1	-11
> CC(C)[C@H](CN(N=O)[C@@H](Cc1ccccc1)CN(C)N=O)N(CCc1ccccc1)N=O
  -1	-1	0	-4	-1	10	-9	-1	-3	24
> Cc1ccc(S(=O)(=O)N(CCC(=O)O)Cc2ccc(Cl)cc2)cc1
  -2	-3	1	-3	4	2	-25	0	9	1
> COc1ccccc1-c1cc(C(=O)NCc2cccs2)no1
  5	1	-3	4	1	3	-11	5	.	-45
> CCn1c(SCC(=O)Nc2cc(C)on2)nnc1-c1cccc(C)c1
  3	0	5	-8	1	-4	-6	-3	-1	10
> COC(=O)C1CCN(C(c2cc(OC)c(OC)c(OC)c2)c2sc3nc(C)nn3c2O)CC1 (stereo not drawn)
  -4	-4	-1	3	-1	12	-12	0	1	-21
> Cc1cccc(NC(=O)/C=C/c2ccc(Cl)cc2)n1
  -1	0	-6	67*	3	27	-104	36	-2	-158
> CC(C)(C)OC(=O)CNC(=O)c1[nH]cnc1C(=O)N[C@@H](CCCCNC(=O)OC(C)(C)C)C(=O)OC(C)(C)C
  3	2	.	13	.	1	.	3	0	2
> CCc1cc(C(=O)N2CCN(c3ccccn3)CC2)sc1C
  -3	2	-2	9	-3	6	-12	3	-1	5
> COC(=O)CCCC(=O)N1CCCC(C(=O)c2ccccc2SC)C1 (stereo not drawn)
  -1	3	-1	0	-1	-6	-7	-2	-2	-3
> CCn1c(Cn2nnc(-c3ccccc3)n2)nnc1SCc1ccc(Cl)c(Cl)c1
  -2	0	6	24	2	-9	0	20	2	14
> CC1(C)Cc2c(c(N3CCOCC3)nc3sc4c(NN)ncnc4c23)CS1
  3	17	-8	-7	-1	-1	-16	-8	-2	56
> Cc1ccc(N2C(=O)c3ccccc3C2=O)cc1C
  2	3	-5	8	4	-2	-27	7	0	-7
> COc1ccccc1CCNC(C)CCc1ccc(O)cc1 (stereo not drawn)
  1	-2	-2	-4	-2	-6	-18	-1	4	-23
> Cc1ccc(S(=O)(=O)N(C)Cc2ccc(C(=O)N/N=C3\CCCC(=O)C3)cc2)cc1
  0	-2	-4	1	-5	-4	-10	-6	-1	29
> Cc1nn(C)c(C(=O)Sc2cccc(Cl)c2)c1[N+](=O)[O-]
  13	-4	0	-20	1	0	7	-10	0	5
> CC1CCN(C(=O)CCN2C(=O)C3C4C=CC(C4)C3C2=O)CC1 (stereo not drawn)
  -2	-1	4	-6	0	5	-21	-3	-4	-6
> CC(=O)Nc1ccc(S(=O)(=O)NNc2ccc([N+](=O)[O-])cc2)cc1
  0	.	8	-5	1	-3	-12	8	-1	4
> CCc1nccn1S(=O)(=O)c1ccc2ccc(C)cc2c1
  2	9	5	.	3	.	21	.	-6	.
> CSc1nc2c(c(=O)[nH]1)C(c1ccccc1Cl)CC(=O)N2 (stereo not drawn)
  -2	-2	-6	28	-2	4	-71	0	1	17
> CCCC1CCC(C(=O)Nn2c(C)nc3ccccc3c2=O)CC1 (stereo not drawn)
  0	-2	-2	5	-2	-1	5	1	0	5
> Cc1ccc(NC(=O)c2cncc(Br)c2)c(O)c1
  3	-5	-11	7	-3	-7	-61	7	-1	-196
> CCn1c(CSc2ncccn2)nnc1SCC(=O)N1c2ccccc2CC1C (stereo not drawn)
  0	-4	2	-3	-2	3	-6	-7	2	28
> Cc1ccc(NCc2ccc([N+](=O)[O-])s2)cc1
  -2	0	1	12	-2	3	-5	2	-3	-9
> COc1cc2nc(-c3ccccc3C)oc(=O)c2cc1OC
  -5	0	0	-4	0	2	-15	-7	-2	0
> O=C(NCC(=O)N1CCCC(C(F)(F)F)C1)c1ccc(Oc2ccccc2)cc1 (stereo not drawn)
  3	.	6	-9	0	-11	6	-2	-2	-16
> CCc1nc(SCC(=O)N2c3ccccc3Sc3ccccc32)c2ccccc2n1
  1	1	-3	2	0	6	-12	-3	-2	15
> CC(C)Oc1ccc(NC(=O)c2ccncc2)cc1
  2	3	2	6	0	-3	3	-3	-3	-46
> O=C(N/N=C/c1c(Cl)nc2ccccn2c1=O)c1cccnc1
  -3	14	-2	-20	-1	6	-35	-7	2	-31
> Cc1nc(SCC(=O)NC2CC2)c2c(C)c(C)sc2n1
  0	-3	4	4	0	0	-10	-3	-1	12
> CCc1oc(C(=O)O)cc1CN(CC)CC
  5	-5	1	20	9	-1	-10	-2	-3	10
> COc1ccc(C2SCC(=O)N2c2ccc(F)cc2)cc1 (stereo not drawn)
  -2	4	-4	-14	-2	3	-10	5	-3	7
> Cc1nn(-c2ccccc2)c(Cl)c1C1C(C#N)=C(N)Oc2c1c(C)nn2-c1ccccc1 (stereo not drawn)
  -2	0	-5	-1	-3	5	-24	5	-1	6
> O=C(CSc1nc2ccccc2c(=O)n1-c1ccccc1)N1CCCc2ccccc21
  -1	1	-4	18	1	24	7	10	-4	38
> COC(=O)c1nn(-c2cccc(Cl)c2)cc(OC)c1=O
  2	13	3	-5	4	6	-24	0	0	3
> CCCC(C(=O)NC1CCCC1)N(C(=O)Cn1nnc(-c2ccc(C)o2)n1)C1CCCC1 (stereo not drawn)
  -2	.	1	3	0	-8	-4	2	3	31
> CCOc1ccc(-c2cc(C(=O)OC)nc3c2c(=O)n(C)c(=O)n3C)cc1
  1	-2	-6	2	-3	-1	11	-8	-1	8
> Cc1csc(NC(=O)c2ccc(S(C)(=O)=O)cc2)n1
  2	3	5	-33	0	-1	-95	-25	2	-91
> Fc1cccc(Cl)c1/C=N/Nc1ccccn1
  2	-1	1	36	1	0	-9	22	-3	-235

New compounds follow.
Screens in order: GSK3B inh	DYRK1A inh	IEC-6 cytotox	HSF1 activator	HSP90 refold inh	Platelet DG rel	KLF5 inhibitor	HSF1 inh	GSK3A inh	aSyn UTR inh
> COc1ccc(C(=O)CCc2ccc(OC)c(OC)c2)cc1
  2	-4	.	4	.	-72	.	10	-3	-7
> CC(=O)Nc1ccc(NC(=S)NC(=O)C2CC2)cc1
  3	10	1	-10	-3	-5	-34	4	1	-37
> O=C(NCc1ccncc1)C1CCCN1S(=O)(=O)c1ccc(Cl)cc1 (stereo not drawn)
  0	9	-7	-9	-6	-3	-9	-3	1	3
> COC(=O)Nc1nc(-c2ccc(F)cc2)c(C)s1
  -8	13	4	1	-2	0	-53	0	-10	-55
> CCC(=O)NC(=S)Nc1ccc(NC(=O)c2ccco2)c(Cl)c1
  1	-2	3	8	6	6	3	10	0	-9
> O=C(O)CSC(NC(=O)c1cccnc1)(C(F)(F)F)C(F)(F)F
  0	-5	-4	-4	-2	-2	-20	2	1	-7
> Cc1ccc(S(=O)(=O)N2CCOCC2)cc1C(=O)NCc1cccnc1
  1	-3	3	-6	0	3	-30	-2	-4	-1
> CCCCc1nnc(NC(=O)c2ccccc2OCc2c(C)noc2C)s1
  4	0	.	-5	.	-4	.	-4	-2	-30
> c1nc(NCCN2CCOCC2)c2sc3nc(N4CCOCC4)c4c(c3c2n1)CCC4
  -3	14	-2	.	4	-22	-9	.	22	32
> O=C1Nc2ccc(Br)cc2C1(O)Cc1ccccn1 (stereo not drawn)
  1	1	-6	-5	-3	-3	-8	3	6	-16
> Cc1cccn2c(=O)c(/C=C(\C#N)C(N)=O)c(N3CCN(c4cccc(Cl)c4)CC3)nc12
  6	0	4	4	12	6	16	-1	-2	18
> Cc1ccc(NC(=O)CSc2nnc(-c3cccnc3)n2-c2ccc(C)cc2)cc1
  1	7	-5	-10	0	0	-25	1	0	9
> Cc1ccc(O)c(C2=Nc3ccccc3N=C(c3cccs3)C2)c1
  -1	2	-2	22	0	-5	10	15	-3	24
> CC(=O)c1cccc(NC(=O)c2cc(-c3ccc(C)cc3)on2)c1
  -2	2	-4	7	-3	3	-20	5	1	-137
> Cc1ccc(NC(=O)CCN2CCN(C/C=C/c3ccccc3)CC2)cc1
  .	1	-2	.	8	.	-33	.	1	.
> CN(C(=S)NC(=O)c1ccccc1)c1c(N)n(Cc2ccccc2)c(=O)[nH]c1=O
  0	-1	1	48	0	-6	3	13	-2	-2
> O=C(CSc1ccccn1)Nc1ccc2ccccc2c1
  -1	.	9	?	1	9	-53	13	2	-159
> O=C(NCCC(=O)N1CCC2(CC1)NCCc1[nH]cnc12)c1ccc(Br)cc1
  1	4	-6	-1	1	0	-21	1	-2	2
> COc1cc(O)c(CCC(=O)c2ccc(OC)c(OC)c2)c(OC)c1
  3	.	3	16	-1	-6	-45	5	3	10
> Cc1cnn(Cc2cccnc2)c1N
  2	-5	-7	-6	-1	-1	1	-15	1	9
> Cc1ccc(Nc2nc(=O)[nH]nc2C)cc1
  1	-1	-2	-6	-2	-1	-5	-2	2	-25
> CCCCNCC(=O)Nc1sc(C)c(C)c1C(=O)OCC
  -3	-6	-1	3	-4	-6	-15	0	-4	-12
> C=CCN(Cc1ccco1)S(=O)(=O)c1ccc(Cl)cc1
  1	-2	-2	-5	-2	-20	-19	-4	-1	8

High-throughput results from PubChem.
